Compound activity from PubChem BioAssay.
CHT inh: human CHT choline transport inhibition | B-score at 10 µM | CHT-expressing cells, membrane potential dye, choline response; active compounds read low | Q9GZV3 | 310,000 compounds, 0.86% hits | AID 488975;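 active = B-score over 3 SD under the library average, and starting fluorescence ratio not unusually high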;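 note: choline stimulus applied at its EC90 after an EC20 pre-addition; B-score computed on integrated fluorescence ratio after choline addition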
Target sequence (Q9GZV3 whole entry, looked up): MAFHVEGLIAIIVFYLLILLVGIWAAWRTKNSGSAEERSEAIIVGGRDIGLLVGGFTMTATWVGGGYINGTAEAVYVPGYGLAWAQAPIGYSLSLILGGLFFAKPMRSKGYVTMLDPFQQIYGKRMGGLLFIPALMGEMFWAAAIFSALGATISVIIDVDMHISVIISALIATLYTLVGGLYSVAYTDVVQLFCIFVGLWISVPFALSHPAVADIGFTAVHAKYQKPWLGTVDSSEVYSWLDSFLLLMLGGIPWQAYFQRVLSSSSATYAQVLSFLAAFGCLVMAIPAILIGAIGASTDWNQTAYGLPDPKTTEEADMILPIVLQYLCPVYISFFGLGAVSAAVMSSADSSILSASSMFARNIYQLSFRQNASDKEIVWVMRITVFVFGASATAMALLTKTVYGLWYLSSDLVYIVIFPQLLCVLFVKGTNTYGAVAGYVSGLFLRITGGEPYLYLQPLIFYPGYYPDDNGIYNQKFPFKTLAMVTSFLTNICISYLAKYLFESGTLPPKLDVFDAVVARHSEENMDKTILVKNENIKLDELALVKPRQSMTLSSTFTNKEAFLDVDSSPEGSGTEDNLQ
CHT allo act: human CHT allosteric activation. Q9GZV3. CHT-expressing cells, membrane potential dye, choline EC20; active compounds read high; LV-AA mutant CHT in HEK293 cells. B-score at 10 µM. 310,000 compounds, 0.49% hits. AID 488977;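 active = initial fluorescence not abnormally high and integrated response B-score, plate-corrected, over 3 SD above library mean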
* hit, by the source's call. Rows were taken by chance, and some 1.4% of all compounds hit somewhere here.

`O=C(O)c1cnc2[nH]c3ccccc3n2c1=O` gave CHT inh inactive and CHT allo act inactive.
Cc1cccc(N2CCN(S(=O)(=O)c3ccc4c(c3)NC(=O)CS4)CC2)c1C was read as CHT inh inactive and CHT allo act inactive.
For CC(C)OC(=O)c1nnc(Cc2ccc(Cl)cc2)o1 the results were CHT inh inactive and CHT allo act inactive.
O=S1(=O)CCC(=Nc2ccc(Cl)cc2)c2ccsc21 was read as CHT inh inactive and CHT allo act inactive.
`CC1CC(C)CN(C(=O)COC(=O)C2CCN(S(=O)(=O)c3c(Cl)cccc3Cl)CC2)C1` (stereo not given) gave CHT inh inactive and CHT allo act inactive.
For COCCCNC(=O)c1ccc(Cn2c(=O)[nH]c3ccccc3c2=O)cc1 the results were CHT inh inactive and CHT allo act inactive.
`CCS(=O)(=O)N1Cc2ccccc2CC1C(=O)OCC(=O)N(C(C)C)C(C)C` (stereo not given) gave CHT inh inactive and CHT allo act inactive.
`O=C1NN(c2ccccc2)C(=O)C2C1C1C=CC2C12CC2` (stereo not given) gave CHT inh inactive and CHT allo act inactive.
For CCOc1ccc(CCNC(=O)COC(=O)CSc2ccccc2C)cc1OCC the results were CHT inh inactive and CHT allo act inactive.
For Cc1ccc(S(=O)(=O)N2CC=C(C(=O)NC3CCCC3)CC2)cc1 the results were CHT inh inactive and CHT allo act inactive.
`O=C(Nc1cccc2c1C(=O)NC2=O)c1ccc(S(=O)(=O)N2CCCC2)cc1` gave CHT inh inactive and CHT allo act inactive.
`O=C(Nc1cc(Cl)ccc1Cl)C1Cc2ccccc2O/C1=N\O` (stereo not given) gave CHT inh inactive and CHT allo act inactive.
Screening NNc1ccc(S(=O)(=O)N2CCCCC2)cn1 returned CHT inh inactive and CHT allo act inactive.
`CS(=O)(=O)N(CC(=O)O)c1ccc(Oc2ccccc2)cc1` gave CHT inh inactive and CHT allo act inactive.
`CCN1CCN(S(=O)(=O)c2ccc(Cl)c(C(=O)N(C)Cc3cccc(OC)c3)c2)CC1` gave CHT inh inactive and CHT allo act inactive.

2 successive compounds already listed, quoted:
`O=C(O)c1cnc2[nH]c3ccccc3n2c1=O` gave CHT inh inactive and CHT allo act inactive.
Cc1cccc(N2CCN(S(=O)(=O)c3ccc4c(c3)NC(=O)CS4)CC2)c1C was read as CHT inh inactive and CHT allo act inactive.

Next structures.
CC(C)c1cc(-c2cc(C(=O)Nc3ccccc3)on2)nc(NC2CCCC2)n1 was read as CHT inh inactive and CHT allo act inactive.
Screening COCCNC(=O)/C(C#N)=C/c1ccc(SC)cc1 returned CHT inh inactive and CHT allo act inactive.
Screening Cc1cccc(NC(=O)C2CCCN2S(=O)(=O)c2ccc3c(c2)n(C)c(=O)c(=O)n3C)c1 (stereo not given) returned CHT inh inactive and CHT allo act inactive.
Cc1cc(C)n2nc(SCc3c(F)cccc3Cl)nc2n1 was read as CHT inh inactive and CHT allo act inactive.
COc1cccc(CN(C)Cc2nc(Cc3ccccc3Cl)no2)c1 was read as CHT inh inactive and CHT allo act inactive.
Screening COC(=O)[C@H](CCSC)NC(=O)NC1CC1 returned CHT inh inactive and CHT allo act inactive.
For O=[N+]([O-])/C=C\c1ccc(N2CCOCC2)cc1 the results were CHT inh inactive and CHT allo act inactive.
Screening CCn1nc(C(=O)NCc2ccco2)c(Cl)c1Cl returned CHT inh inactive and CHT allo act inactive.
Screening COc1ccc(/C(N)=N/OC(=O)c2cccc([N+](=O)[O-])c2)cc1OC returned CHT inh inactive and CHT allo act inactive.
Screening COCCCNC(=S)Nc1cc2oc3ccccc3c2cc1OC returned CHT inh inactive and CHT allo act inactive.
`Cc1ccc(C(=O)Oc2cccc(NC(=O)c3ccco3)c2)cc1S(=O)(=O)N1CCC(C)CC1` gave CHT inh inactive and CHT allo act inactive.
For O=C1C(C=NC2CC2)=C(O)c2ccccc21 the results were CHT inh inactive and CHT allo act inactive.
O=c1[nH]nc(SCc2ccccc2Cl)n1-c1ccc2c(c1)OCCO2 was read as CHT inh inactive and CHT allo act inactive.
Screening CCOC(=O)C1=C(C)NC(=O)NC1c1ccc(OC(=O)c2ccco2)cc1 (stereo not given) returned CHT inh inactive and CHT allo act inactive.
`O=C(CCN1N=C(c2ccccc2)CCC1=O)NC1CCCC1` gave CHT inh inactive and CHT allo act inactive.
Screening Cc1cc(NS(=O)(=O)c2ccc3c(c2)OCCO3)no1 returned CHT inh inactive and CHT allo act inactive.
For COC(=O)C(F)(Sc1c(C)n(C)n(-c2ccccc2)c1=O)C(F)(F)F (stereo not given) the results were CHT inh inactive and CHT allo act inactive.
Nc1nc2ccccc2n1C(=O)c1ccc(F)cc1 was read as CHT inh inactive and CHT allo act inactive.
Screening O=C(CN1CCN(c2ccccn2)CC1)NCc1cccs1 returned CHT inh inactive and CHT allo act inactive.
Screening OCCNC(=S)Nc1ccc(Oc2ccccc2)cc1 returned CHT inh inactive and CHT allo act inactive.
Screening Cc1n[nH]c(=O)c2c(NC(=O)COC(=O)Cc3ccc(Cl)cc3Cl)oc(C)c12 returned CHT inh inactive and CHT allo act inactive.
For Cc1cccnc1NC(=O)CCNC(=O)c1ccccc1Cl the results were CHT inh inactive and CHT allo act inactive.
For CN1CCN(C(=O)CCc2nc3ccccc3n2-c2ccccc2)CC1 the results were CHT inh inactive and CHT allo act inactive.
Cc1ccc(S(=O)(=O)N(C)CC(=O)O/N=C(\N)c2cccc(Br)c2)cc1 was read as CHT inh inactive and CHT allo act inactive.
For Cc1ccccc1OCC(=O)OCC(=O)Nc1cc(S(C)(=O)=O)ccc1Cl the results were CHT inh inactive and CHT allo act inactive.
`NC(=O)CC(NC(=O)c1ccc(Br)cc1)c1ccc(N2CCC(Cc3ccccc3)CC2)c([N+](=O)[O-])c1` (stereo not given) gave CHT inh inactive and CHT allo act inactive.
For CC(O)CN1CC(O)=C(c2nc3ccccc3s2)C1=N (stereo not given) the results were CHT inh inactive and CHT allo act inactive.
`COc1ccc(OC)c(Nc2ccc(Nc3cc(OC)ccc3OC)nn2)c1` gave CHT inh inactive and CHT allo act inactive.
`O=C(COc1ccc(Br)cc1)N1CCc2ccccc2C1` gave CHT inh inactive and CHT allo act inactive.
`Cc1ccsc1C(=O)OCC(=O)N(C)c1c(N)n(Cc2ccccc2)c(=O)[nH]c1=O` gave CHT inh inactive and CHT allo act inactive.

Fetched by compound from above (6):
For COC(=O)C(F)(Sc1c(C)n(C)n(-c2ccccc2)c1=O)C(F)(F)F (stereo not given) the results were CHT inh inactive and CHT allo act inactive.
Screening Cc1cc(NS(=O)(=O)c2ccc3c(c2)OCCO3)no1 returned CHT inh inactive and CHT allo act inactive.
`COc1ccc(OC)c(Nc2ccc(Nc3cc(OC)ccc3OC)nn2)c1` gave CHT inh inactive and CHT allo act inactive.
For Cc1cccnc1NC(=O)CCNC(=O)c1ccccc1Cl the results were CHT inh inactive and CHT allo act inactive.
Screening O=C(CN1CCN(c2ccccn2)CC1)NCc1cccs1 returned CHT inh inactive and CHT allo act inactive.
Screening OCCNC(=S)Nc1ccc(Oc2ccccc2)cc1 returned CHT inh inactive and CHT allo act inactive.

Among those listed so far, these have two or more sulfur atoms:
Cc1cccc(N2CCN(S(=O)(=O)c3ccc4c(c3)NC(=O)CS4)CC2)c1C was read as CHT inh inactive and CHT allo act inactive.
O=S1(=O)CCC(=Nc2ccc(Cl)cc2)c2ccsc21 was read as CHT inh inactive and CHT allo act inactive.

The list goes on.
Screening CC(C)CNC(=O)CN(C1CCCCC1)S(=O)(=O)c1ccccc1 returned CHT inh inactive and CHT allo act inactive.
`Cc1ccc(C(=O)N2CCN(Cc3ccc4c(c3)OCO4)CC2)o1` gave CHT inh inactive and CHT allo act inactive.
Cc1cc(C(=O)O)cc(S(=O)(=O)N2CCOCC2)c1C was read as CHT inh inactive and CHT allo act inactive.
`CNC(=O)c1ccc(NC(=O)C2CCN(c3ncnc4sc(C)c(C)c34)CC2)cc1` gave CHT inh inactive and CHT allo act inactive.
For CC(NC(=O)c1c(Cl)cnn1C)C1CCCO1 (stereo not given) the results were CHT inh inactive and CHT allo act inactive.
COc1ccc(NC(=O)c2cc(=O)c3ccccc3o2)cc1Cl was read as CHT inh inactive and CHT allo act inactive.
COCCNc1nc2ccccc2nc1NS(=O)(=O)c1ccc(C)cc1C was read as CHT inh inactive and CHT allo act inactive.
Screening CCC(C(=O)O)n1nc(-c2ccccc2)c2cc(Cl)ccc21 (stereo not given) returned CHT inh inactive and CHT allo act inactive.
Screening CCOC(=O)c1cc(NC(=O)COc2ccc([N+](=O)[O-])cc2)cc(C(=O)OCC)c1 returned CHT inh inactive and CHT allo act inactive.
For CCCc1cc(=O)[nH]c(SCc2cc(C(=O)OC)c(C)o2)n1 the results were CHT inh -5.98* and CHT allo act inactive.
Screening C#CC(CO)N(CCN(Cc1ccccc1)C(C#C)CO)Cc1ccccc1 (stereo not given) returned CHT inh inactive and CHT allo act inactive.
`NC(=O)C1CCN(c2cc(N3CCOCC3)ccc2[N+](=O)[O-])CC1` gave CHT inh inactive and CHT allo act inactive.
`COc1ccc(S(=O)(=O)c2c(O)c3ccc(C(=O)Nc4ccccc4F)cc3[nH]c2=O)cc1` gave CHT inh inactive and CHT allo act inactive.
For CCN(CC)C(=O)C1CCCN(c2ncnc3c2cnn3-c2ccc(Cl)cc2)C1 (stereo not given) the results were CHT inh inactive and CHT allo act inactive.
`CC(CCc1ccccc1)NC(=O)CCc1cn(C)c2ccccc12` (stereo not given) gave CHT inh inactive and CHT allo act inactive.
For COc1cc(OC)cc(C(=O)NCCN2CCOCC2)c1 the results were CHT inh inactive and CHT allo act inactive.
Screening COc1ccc2c(c1)C(SCC(=O)NCCc1ccccc1)CC(C)(C)O2 (stereo not given) returned CHT inh -6.43* and CHT allo act inactive.
For CN(Cc1ccccc1)C(=O)CSc1nc2cc(C(=O)N3CCC(C(N)=O)CC3)ccc2c(=O)n1-c1ccccc1 the results were CHT inh inactive and CHT allo act inactive.
For Cn1c(=O)c(C(=O)NCCCc2ccccc2)c(O)c2ccccc21 the results were CHT inh inactive and CHT allo act inactive.
For O=C(Nc1c(C(=O)N2CCCCC2)cnn1-c1ccccc1)c1ccccc1 the results were CHT inh inactive and CHT allo act inactive.
`CSc1ccccc1OCc1cc(C(=O)NCCN2CCCc3ccccc32)no1` gave CHT inh inactive and CHT allo act inactive.
Cc1cc(C(F)(F)F)nc(SCCN2CCOCC2)c1C#N was read as CHT inh inactive and CHT allo act inactive.
Screening O=C(NCc1ccccc1Cl)C1CCCN(S(=O)(=O)c2cnc[nH]2)C1 (stereo not given) returned CHT inh inactive and CHT allo act inactive.
For Cc1ccc(NC(=O)CN2C(=O)CSC2=O)cc1 the results were CHT inh inactive and CHT allo act inactive.
For Cc1ccc(C(=O)N2C(CC(=O)Nc3ccc(Cl)cc3)C(=O)NC3CCCCC32)cc1 (stereo not given) the results were CHT inh inactive and CHT allo act inactive.
`C[C@H](NC(=O)c1nc[nH]c1C(=O)N[C@@H](C)C(=O)OC(C)(C)C)C(=O)OC(C)(C)C` gave CHT inh inactive and CHT allo act inactive.
O=C(Nc1cc2c(oc1=O)CCCC2=O)c1cccc(Cl)c1 was read as CHT inh inactive and CHT allo act inactive.
For Cc1cccc(C(=O)NNC(=O)c2cccc(C)c2)c1 the results were CHT inh inactive and CHT allo act inactive.
For CCCCC(=O)NC(=S)Nc1cccc(C(=O)O)c1 the results were CHT inh inactive and CHT allo act inactive.
For O=C(NCCN1CCOCC1)c1ccc(/C=C2\Sc3ccccc3N(Cc3ccccc3F)C2=O)cc1 the results were CHT inh inactive and CHT allo act inactive.
COc1ccc(OCC(=O)NNC(=O)C2CCCO2)cc1 (stereo not given) was read as CHT inh inactive and CHT allo act inactive.
`COCCCNC(NC(=O)c1ccc(Br)cc1)C(Cl)(Cl)Cl` (stereo not given) gave CHT inh inactive and CHT allo act inactive.
Screening Cc1cc(S(=O)(=O)N2CCCCC2)ccc1OCC(=O)N1CCOCC1 returned CHT inh inactive and CHT allo act inactive.
Screening O=C(N/N=C/c1cccn1-c1ccccc1)c1ccncc1 returned CHT inh inactive and CHT allo act inactive.
For COc1cccc(NC(=O)C(Sc2nnc(Nc3ccccc3C)s2)c2ccccc2)c1 (stereo not given) the results were CHT inh inactive and CHT allo act inactive.
For CCCCC[n+]1ccn(C2=C([O-])c3ccccc3C(=O)/C2=N\S(=O)(=O)c2ccc(Br)cc2)c1 the results were CHT inh inactive and CHT allo act inactive.
`COc1cccc(OC)c1OCCNC(C)(C)C` gave CHT inh inactive and CHT allo act inactive.
CCCC(CCC)C(=O)Nc1ccc2c(c1)N(C(=O)CN1CCN(C)CC1)c1ccccc1CC2 was read as CHT inh inactive and CHT allo act 6.7*.
Screening COc1ccc([N+](=O)[O-])cc1NC(=O)c1csc(C)c1 returned CHT inh inactive and CHT allo act inactive.
For COc1ccc(C(=O)OCC(=O)NCCCc2ccccc2)cc1OC the results were CHT inh inactive and CHT allo act inactive.
`COc1cc(C(C)=O)ccc1OCC(O)CN1CCN(c2ccc(C)c(C)c2)CC1` (stereo not given) gave CHT inh inactive and CHT allo act inactive.
For COc1ccc(CCNC(=O)C2CCN(S(=O)(=O)c3cc(OC)ccc3OC)CC2)cc1 the results were CHT inh inactive and CHT allo act inactive.
Screening COc1ccc(-n2ncc3c(N4CCCCC4)ncnc32)cc1 returned CHT inh inactive and CHT allo act inactive.
`CC(C)CCNC(=O)CN(C(=O)Cn1nnc(-c2ccccc2F)n1)c1cccc2c1CCCC2` gave CHT inh inactive and CHT allo act inactive.
Screening O=C(Nc1cccc(S(=O)(=O)N2CCCCC2)c1)c1ccc(S(=O)(=O)C(F)F)cc1 returned CHT inh inactive and CHT allo act inactive.
`CCCNC(=O)C1(S(=O)(=O)c2ccccc2)CC=CC1` gave CHT inh inactive and CHT allo act inactive.
Cc1cc(C)n2nc(S(=O)(=O)Nc3c(Cl)cccc3Cl)nc2n1 was read as CHT inh inactive and CHT allo act inactive.
`COC(=O)c1ccc(COC(=O)CNC(=O)CNC(=O)c2ccc(C)cc2)cc1` gave CHT inh inactive and CHT allo act inactive.
Screening C#CCN1C(=O)C(O)(CC(=O)c2ccc3c(c2)OCCO3)c2ccccc21 (stereo not given) returned CHT inh inactive and CHT allo act inactive.
